Screening results from PubChem BioAssay.
Vc quorum ag = inducers of Vibrio cholerae quorum light production without autoinducers. activation, % at 18.7 µM. 350,000 compounds, 0.16% hits. V. cholerae BH1578 lux reporter, luminescence, 6 h; in the data active = activation mostly above about 9.7%, no sharp cut-off; inconclusive = no clear call, values can overlap the other calls; inactive = mostly below about 3.7%; also: not every result past the cut was called active; inactives centre near 0; reference of the scale not given here
Anthrax LF prot = blocks Bacillus anthracis lethal factor protease | 360,000 compounds, 0.12% hits | multiplex microsphere protease cleavage assay, LF | AID 588501 | inhibition, % at 10 µM; also: plate controls were buffer without enzyme for full effect and enzyme alone for no effect
PriA SSB inh = K. pneumoniae PriA-SSBct interaction inhibition. AID 1272365. 430,000 compounds, 0.6% hits. inhibition, % at 33 µM. AlphaScreen SSBct-PriA binding, biotinylated peptide; in the data active = inhibition mostly above about 37%, no sharp cut-off; inactive = mostly below about 20%;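 also: plate controls were negative control peptide for no effect and reference peptide for full effect; strong numbers were not always called active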
3CLpro inhibitor = SARS-CoV 3CLpro protease inhibition. P0C6X7. recombinant SARS-CoV 3CLpro, quenched FRET peptide cleavage. inhibition, % at 6 µM. 290,000 compounds, 0.14% hits. AID 1706; in the data active = inhibition above about 12%
BoNT-A LC inh2 = BoNT A light chain protease inhibition; 360,000 compounds, 0.17% hits; inhibition, % at 10 µM; multiplex microsphere protease substrate cleavage, flow cytometry; also: plate controls were buffer without enzyme for full effect and enzyme alone for no effect
TcdB inh = blocks C. difficile toxin B glycohydrolase activity. AID 652162. 350,000 compounds, 0.24% hits. P18177. TcdB glycohydrolase enzymatic assay, plate reader. inhibition, % at 9.99 µM; in the data active = inhibition above about 10%
PrPC TRFRET = cell surface PrPC inhibition, primary TR-FRET screen; TR-FRET read-out; inhibition, % at 13.8 µM; 370,000 compounds, 0.43% hits; AID 720596; in the data active = inhibition above about 24%; also: 0% = median of the test wells and 100% = reference compound wells
Yp Topo-I inh = Y. pestis Topo-I inhibition via cleavage products; 360,000 compounds, 0.064% hits; AID 504884; activity, % at 10 µM; Y. pestis Topo-I cleavage product accumulation, plate reader; in the data active = activity above about 50%, passing the limit was not always enough; inconclusive = no clear call, values can overlap the other calls; also: inactives centre near 2
PfHsp40 rescue = compounds rescuing yeast from Plasmodium falciparum HSP40 toxicity; 340,000 compounds, 0.68% hits; AID 504582; growth rescue, % at 12.5 µM; S. cerevisiae expressing PfHsp40, growth rescue, ATP luminescence; in the data active = growth rescue above about 28%, passing the limit was not always enough; inconclusive = no clear call, values can overlap the other calls;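 also: yeast W303a lacking pdr1 and pdr3 grown in galactose medium; growth measured after three days at 30 °C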
* marks the source's active call; other numbers are inactive results; i = inactive; ? = inconclusive; / = not tested or not shown; & = joins results of further samples. Rule as the data show it, unless noted: active = inhibition above about 30%; inconclusive = no clear call, values can overlap the other calls; inactive = below that.

No.	SMILES	Vc quorum ag	Anthrax LF prot	PriA SSB inh	3CLpro inhibitor	BoNT-A LC inh2
1	COc1ccccc1N1CCN(C(=O)c2cc(-c3ccccc3)on2)CC1	-0.2	-5	-3	1	-0.2
2	COc1ccc(NC(=S)N2CCC(Cc3ccccc3)CC2)cc1	-2.2	0	17	1	2.4
3	COC(=O)c1ccc(Sc2ccccc2NS(=O)(=O)c2ccc(NC(C)=O)cc2)nc1	i	1	-3	0	-1.0
4	O=C(CSc1cccc(C(F)(F)F)c1)N1CCN(S(=O)(=O)c2ccccc2)CC1	i	-1	-23	5	-0.3
5	COc1ccccc1CN(C(=O)Cc1cccs1)C(C(=O)NC1CCCC1)c1ccncc1 (stereo unspecified)	-0.4	-3	-10	-3	0.2
6	CCOC(=O)c1ccc(N2C(=O)CC(N3CC=C(c4ccc(F)cc4)CC3)C2=O)cc1 (stereo unspecified)	-5.0	4	-7	0	5.1
7	COc1ccc(C(=O)COC(=O)/C=C/c2ccc(S(=O)(=O)Nc3cccc(S(N)(=O)=O)c3)cc2)cc1	i	-2	-3	7	0.0
8	COc1ccc(CNC(=O)CC(C)S(=O)(=O)c2ccc3c(c2)NC(=O)CO3)cc1 (stereo unspecified)	-6.2	0	-10	-5	0.2
9	O=C(O)/C=C/C(=O)Nc1ccc(O)cc1	i	-4	7	2	-0.5
10	C[C@@H]1CN([C@@H](C)CO)S(=O)(=O)c2ccc(Br)cc2O[C@H]1CN(C)C(=O)c1ccc2c(c1)OCO2	i	-1	/	/	0.0

No.	TcdB inh	PrPC TRFRET	Yp Topo-I inh	PfHsp40 rescue
1	0.3	4	24	-0.4
2	0.5	10	21	8.9
3	/	-1	-8	-0.3
4	/	0	12	2.0
5	/	9	8	-0.7
6	/	1	-1	0.0
7	-0.5	-2	5	1.6
8	-0.1	-8	1	-1.3
9	4.3	-3	-1	-0.9
10	1.3&0.7	-4	31	/

Continued.
No.	SMILES	Vc quorum ag	Anthrax LF prot	PriA SSB inh	3CLpro inhibitor	BoNT-A LC inh2
11	COc1ccc(OC(=O)c2cn(C)nc2C(F)(F)F)cc1	-0.4	-2	-19	-4	0.3
12	CCc1ccc(NC(=O)CSc2nc3cc(C(=O)OC)ccc3c(=O)n2Cc2ccco2)cc1	-1.2	-4	-16	-4	0.6
13	CCOC(=O)C1CCN(C(=O)C2CCCN(S(=O)(=O)c3ccc(OCC)c(Cl)c3)C2)CC1 (stereo unspecified)	i	1	7	/	1.2
14	CCOP(=O)(OCC)c1ccccc1OCP(C)(=O)COc1ccccc1P(=O)(OCC)OCC	-1.1	4	-15	1	0.6
15	Cc1ccc(NC(=O)N2CCCC2C(=O)NCc2ccc3c(c2)OCO3)cc1 (stereo unspecified)	-0.2	-1	-14	4	2.2
16	CCC(C)Oc1nc2ccccc2nc1NS(=O)(=O)c1ccccc1 (stereo unspecified)	-0.4	-7	8	-5	-0.2
17	COc1ccccc1Nc1nc(C)cc(C)c1C(N)=O	-5.0	-3	-23	0	-0.6
18	Cc1ccc2cc(C#N)c(N3CCCN(C(=O)C4CCCO4)CC3)nc2c1C (stereo unspecified)	3.0	13	-8	1	13
19	O=C(c1c(F)cccc1F)N1CCN(c2ncc(Br)cn2)CC1	-0.6	-13	-1	4	-1.1
20	O=C(COC(=O)CSc1ccc2ccccc2c1)NC1CC1	-0.1	-1	2	-1	0.2

No.	TcdB inh	PrPC TRFRET	Yp Topo-I inh	PfHsp40 rescue
11	/	3	-9	0.4
12	/	4	-1	0.1
13	2.4	8	11	-1.5
14	-0.1	-2	-2	-0.4
15	0.6	2	1	-0.4
16	/	-2	-6	0.1
17	/	-1	-2	0.4
18	/	9	34	0.2
19	0.9	4	-1	0.7
20	/	15	-7	-0.8

The list goes on:
No.	SMILES	Vc quorum ag	Anthrax LF prot	PriA SSB inh	3CLpro inhibitor	BoNT-A LC inh2
21	COc1ccc(C)cc1S(=O)(=O)n1c([N+](=O)[O-])cnc1C	i	6	-9	2	-1.5
22	CCN(CCCNC(=O)C1CCN(S(=O)(=O)c2c(C)[nH]c(=O)[nH]c2=O)CC1)c1cccc(C)c1	i	-3	-3	-1	0.1
23	CCNC(=O)c1ccc(NC(=O)CC2SC(N3CCCCC3)=NC2=O)cc1 (stereo unspecified)	i	-1	-4	/	-0.1
24	CCOC(=O)C1=C(N)OC2=C(C(=O)CCC2)C1c1sccc1C (stereo unspecified)	/	0	-6	-2	-0.4
25	Cc1nn(-c2ccc(F)cc2)c(Cl)c1C(=O)N(C)CC(=O)Nc1cccc(F)c1	-1.8	/	2	/	/
26	COc1cc2cnc(-c3ccccc3)c(-c3cccc(C(F)(F)F)c3)c2cc1OC	-3.6	-3	45*	/	1.3
27	Cc1cc2c(c(=O)n1C)C(Cc1ccccc1)C(C#N)=C(N)O2 (stereo unspecified)	/	-12	-7	0	0.9
28	CC(=O)N1CCc2cc(S(=O)(=O)Nc3ccc(C)cc3C)ccc21	i	-1	-12	4	-1.8
29	CCC(C)NCCOCCOc1ccc(Cl)c(C)c1C (stereo unspecified)	-0.3	1	11	-1	-0.2
30	COc1ccc(S(=O)(=O)Nc2ccc(S(=O)(=O)N3CCOCC3)cc2)cc1	-0.6	0	5	-1	2.1

No.	TcdB inh	PrPC TRFRET	Yp Topo-I inh	PfHsp40 rescue
21	0.0	-5	-3	-0.9
22	/	/	2	0.4
23	0.6	-9	-8	-1.1
24	4.7	5	3	-0.5
25	0.0	2	13	-1.3
26	0.6	3	23	9.3
27	/	6	1	?
28	0.9	12	8	1.5
29	-0.9	-3	-3	0.3
30	/	-2	4	0.6

4 compounds drawn at random from the list so far, as already listed:
No.	SMILES	Vc quorum ag	Anthrax LF prot	PriA SSB inh	3CLpro inhibitor	BoNT-A LC inh2
29	CCC(C)NCCOCCOc1ccc(Cl)c(C)c1C (stereo unspecified)	-0.3	1	11	-1	-0.2
24	CCOC(=O)C1=C(N)OC2=C(C(=O)CCC2)C1c1sccc1C (stereo unspecified)	/	0	-6	-2	-0.4
25	Cc1nn(-c2ccc(F)cc2)c(Cl)c1C(=O)N(C)CC(=O)Nc1cccc(F)c1	-1.8	/	2	/	/
28	CC(=O)N1CCc2cc(S(=O)(=O)Nc3ccc(C)cc3C)ccc21	i	-1	-12	4	-1.8

No.	TcdB inh	PrPC TRFRET	Yp Topo-I inh	PfHsp40 rescue
29	-0.9	-3	-3	0.3
24	4.7	5	3	-0.5
25	0.0	2	13	-1.3
28	0.9	12	8	1.5

(listing goes on)
No.	SMILES	Vc quorum ag	Anthrax LF prot	PriA SSB inh	3CLpro inhibitor	BoNT-A LC inh2
31	O=S(=O)(c1ccc(Cl)cc1)N1CCN=C1SCc1ccc(Cl)c(Cl)c1	-0.4	-1	-11	1	0.7
32	Cc1ccc(S(=O)(=O)N2CCN(C(=O)COC(=O)COc3ccc(Br)cc3)CC2)c(C)c1	-0.4	2	-2	/	-1.0
33	CN(C)S(=O)(=O)c1ccc(C(=O)OCC2COC(C)(C)O2)cc1 (stereo unspecified)	-0.1	-1	-11	0	0.2
34	O=C(Nc1nc2c(s1)CCCC2)C1CCCN1C(=O)c1cccs1 (stereo unspecified)	4.2	0	-15	-2	0.1
35	CC(C)NC(=O)c1nn2c(C(F)(F)F)cc(-c3ccco3)nc2c1Cl	-0.6	0	3	1	-0.7
36	C/C(=N\NC(N)=O)c1ccc(Cl)s1	-0.6	-1	/	4	0.1
37	Cc1ccc(S(=O)(=O)NCCC(=O)NNc2c(F)c(F)cc(F)c2F)cc1	i	-2	-6	/	0.4
38	O=c1cc(-c2ccccc2)nc2nc[nH]n12	i	5	-3	3	1.7
39	COCCCNC(=O)CCn1c(=O)c2ccccc2n(CC(=O)Nc2ccc(C)cc2C)c1=O	-5.0	-2	-13	3	0.2
40	CN(C)CC1CSCCC1(O)c1cccc(Cl)c1 (stereo unspecified)	i	0	-7	-2	-0.3

No.	TcdB inh	PrPC TRFRET	Yp Topo-I inh	PfHsp40 rescue
31	/	-5	0	-0.4
32	1.0	1	4	-1.2
33	0.1	-4	4	0.9
34	/	2	8	-0.3
35	0.3	5	-6	0.5
36	-1.1	4	1	1.7
37	-0.1	2	4	-1.3
38	/	2	11	-0.5
39	/	-3	2	-0.9
40	/	-3	5	-0.2

(continued)
No.	SMILES	Vc quorum ag	Anthrax LF prot	PriA SSB inh	3CLpro inhibitor	BoNT-A LC inh2
41	O=C(Nc1ccccc1C(=O)Nc1ccccc1)c1cccs1	-0.5	-2	-6	5	-0.8
42	CC(C)(C)c1cccc(P(=O)(c2ccccc2)c2ccccc2)c1O	-0.2	4	-11	-1	-0.7
43	CC1CCCCN1CCCn1c(=S)[nH]c2ccccc2c1=O (stereo unspecified)	i	3	-7	1	-0.4
44	Clc1ccc2nnnc(-c3ccccc3)c2c1	i	-1	14	1	-0.1
45	CCCn1c(N2CCN(C(=O)NCc3ccccc3)CC2)nc2ccccc21	3.1	0	2	-3	-0.1
46	Cc1c(C)n(C(=O)CSc2nncn2C)c2ccccc12	-0.5	3	3	-2	-0.1
47	CC(c1ccco1)N(C(=O)c1cccc(S(=O)(=O)N(C)C)c1)c1ccccn1 (stereo unspecified)	-9.4	-3	2	0	-1.1
48	Cc1c(C(=O)N(C)CCc2cnn(C)c2)oc2c(F)cccc12	-0.2	0	5	-2	-0.3
49	O=C(CNCc1ccccc1)NCCCN1CCCC1=O	i	-9	-10	0	-15
50	O=C(CSc1ncnc2ccccc12)NCC(=O)c1ccccc1	-0.3	-1	-8	-1	0.1

No.	TcdB inh	PrPC TRFRET	Yp Topo-I inh	PfHsp40 rescue
41	-1.1	7	-7	0.3
42	0.9	1	4	-1.3
43	/	-7	-3	-0.4
44	-1.6	-3	-3	3.2
45	0.5	4	10	-0.4
46	/	6	3	-0.3
47	3.0	-3	8	0.9
48	2.5	4	0	6.8
49	0.6	-3	2	1.0
50	0.7	6	2	-0.2

Next section
No.	SMILES	Vc quorum ag	Anthrax LF prot	PriA SSB inh	3CLpro inhibitor	BoNT-A LC inh2
51	O=C(NCCN1CCOCC1)C(=O)NCC1CCCO1 (stereo unspecified)	-0.3	-1	-3	-3	0.2
52	c1ccc2nc3c(nc2c1)c1ccccc1n3CCN1CCOCC1	-0.3	9	-21	-5	11
53	Cn1ccnc1C(O)(c1nnc(-c2ccccc2)o1)C(F)(F)F (stereo unspecified)	-0.2	-3	2	-1	-0.3
54	COc1cccc(CNC(=O)C2CCN(c3nn4c(=O)cc(C)nc4s3)CC2)c1	-0.3	-2	3	-1	-3.7
55	COC(C(=O)N/N=C/c1ccc(OCC(=O)N2CCOCC2)cc1)c1ccccc1 (stereo unspecified)	-0.3	2	/	-2	0.7
56	CC(c1ccccc1)N1C(=O)c2ccccc2C1O (stereo unspecified)	-0.3	3	-1	-4	0.5
57	Cc1ccc(C(=O)N[C@H](C(=O)N2CCN(c3ncccn3)CC2)C(C)C)cc1	i	5	/	/	-0.3
58	CCOC(=O)c1ccc(NC(=S)NNC(=O)C2(C)CC2(Cl)Cl)cc1 (stereo unspecified)	i	4	10	-3	0.3
59	COc1cc(/C=C/C(=O)OCC(=O)Nc2cccc(F)c2)ccc1O	i	-3	-14	/	-0.1
60	Cc1cc(C)nc(NS(=O)(=O)c2ccc(NC(=O)CCN3C(=O)c4ccccc4C3=O)cc2)n1	i	0	-14	-2	-1.7
61	COc1cccc(CNc2ccc3c(c2)ncn3C)c1OC	-0.3	7	-3	5	-3.1
62	Cc1sc2ncnc(N3CCC(C(=O)Nc4ccc(OC(F)F)c(Cl)c4)CC3)c2c1C	i	-11	1	/	-0.2

No.	TcdB inh	PrPC TRFRET	Yp Topo-I inh	PfHsp40 rescue
51	/	7	0	-0.8
52	/	-13	-7	2.0
53	/	-3	-5	0.0
54	0.3	6	16	1.3
55	1.0	-5	4	2.8
56	-1.0	2	5	0.5
57	0.4	5	1	/
58	/	2	0	1.4
59	3.7	-1	-17	0.3
60	/	4	4	0.7
61	3.9	-4	-13	-0.1
62	0.1	0	10	0.9

Some of the compounds tested; count on the stated rates, not on these rows.
